ERG-DNA inh: blocks human ERG Ets domain binding to DNA; P11308; fluorescence polarization, His-ERG Ets domain / labelled DNA; Potency, µM (doses to about 76.9 µM), for the others: top-dose FP activity, negative = inhibition, most hits filed as inhibitors; 370,000 tested, 0.028% active; AID 624246; active = well fitted inhibition curve with a large enough effect in the polarisation, with a control signal flat; inconclusive = small, poorly fitted or top-dose-only effect, or effect the other way, or a change in a side signal; inactive = no such curve, though single readings can be large or run the other way; the % refers to the polarisation;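 note: polarization taken with two DNA probes labelled with fluorescein and Texas red; potency is the fitted concentration of half-maximal effect; % of control where 0% means no effect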
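His-tagged ERG Ets domain (1 uM in the protein solution; 300mM KCl, 50mM Tris-HCl, 1mM EDTA, 1mM DTT, pH 7.5) received compound, then a probe mix of 5 nM fluorescein-DNA and 100nM Texas-615-DNA. Fluorescence polarization was read for both dyes.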
G9a block: inhibitors of human histone lysine methyltransferase G9a; 350,000 tested, 8.8% active; AID 504332; G9a H3K9 monomethylation, AlphaScreen, 2 h; Potency, µM (titrated, usually from 102 µM), without a hit: at the highest dose activity, negative = inhibition, usual class: inhibitors; note: potency is the fitted concentration of half-maximal effect; % is set by controls: 0 for no effect and ±100 for the full control effect; nearly all actives have a fitted effect of over 75% in size
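Signal arises when biotinylated H3K9 peptide, once monomethylated, bridges streptavidin donor and antibody-captured acceptor beads. Enzyme at 20 nM was preincubated 15 min with test compounds; peptide 500 nM and SAM 20 uM then reacted for 2 h.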
BAZ2B block: blocks human BAZ2B; AlphaScreen BAZ2B-H3K14Ac peptide displacement; Potency, µM (doses to about 114 µM), for inactives: at the highest dose activity change, negative = inhibition, actives largely listed as inhibitors; 360,000 tested, 4.4% active; AID 504333; note: potency is the fitted concentration of half-maximal effect; % is set by controls: 0 for no effect and ±100 for the full control effect; nearly all actives have a fitted effect of over 60% in size
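AlphaScreen displacement of biotin-H3(5-23)K14Ac peptide (50 nM final) from BAZ2B (50 nM final) in PBS pH 7.4, 0.01% Tween-20; complex preformed 30 min RT, then compounds (top 110 uM) 30 min RT, beads 20 min dark.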
JMJD2A Tudor: inhibitors of human JMJD2A Tudor domain; O75164; AlphaScreen JMJD2A-Tudor / H3K4me3 peptide binding; Potency, µM (series often up to 114 µM), for the others: top-dose activity change, negative = inhibition, usual class: inhibitors; 390,000 tested, 4.4% active; note: potency is the fitted concentration of half-maximal effect; % is set by controls: 0 for no effect and ±100 for the full control effect; nearly all actives have a fitted effect of over 50% in size
GLS inh: inhibitors of human glutaminase (GLS) | AID 624170 | GLS enzymatic activity, qHTS titration | O94925 | 410,000 tested, 0.21% active | Potency, µM (top dose mostly 45.5 µM), without a hit: at the top dose activity change, negative = inhibition, usual class: inhibitors; note: potency is the fitted concentration of half-maximal effect; % is set by controls: 0 for no effect and ±100 for the full control effect
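Read-out is an Amplex red fluorescence increase coupled through glutamate oxidase and HRP, measured before and after 30 min room-temperature incubation. hKGA is in 45 mM KH2PO4 (pH 8.2) with 0.02% Tween-20; glutamine added as 1mM solution.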
HP1b binding inh: inhibitors of HP1-beta chromodomain binding to methylated histone tails; AlphaScreen HP1-beta / biotin-H3K9me3 peptide binding; Potency, µM (highest dose often 114 µM), for inactives: top-dose activity change, negative = inhibition, actives largely listed as inhibitors; 390,000 tested, 0.56% active; AID 540317; note: potency is the fitted concentration of half-maximal effect; nearly all actives have a fitted effect of over 70% in size; inactives centre near 23
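HP1-beta protein (50 nM final) preincubated 30 min at room temperature with biotinylated H3(1-18)K9me3 peptide (50 nM) in PBS pH 7.4, 0.01% Tween-20, then compound added for 30 min. AlphaScreen streptavidin donor/nickel chelate acceptor beads (10 ug/mL final), 30 min dark, luminescence read.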
PI4K2A block: inhibitors of human PI4K2A. activity change, negative = inhibition, % at 76.9 µM. 420,000 tested, 0.13% active. purified PI4K2A, ADP-Glo luminescence, 1 h; hits give low values. AID 1346378. Q9BTU6; in the data active = activity change below about -50%; inconclusive = mostly about -30% to -49%;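 note: -100% = wells without enzyme as full effect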
Target sequence (Q9BTU6 whole entry, looked up): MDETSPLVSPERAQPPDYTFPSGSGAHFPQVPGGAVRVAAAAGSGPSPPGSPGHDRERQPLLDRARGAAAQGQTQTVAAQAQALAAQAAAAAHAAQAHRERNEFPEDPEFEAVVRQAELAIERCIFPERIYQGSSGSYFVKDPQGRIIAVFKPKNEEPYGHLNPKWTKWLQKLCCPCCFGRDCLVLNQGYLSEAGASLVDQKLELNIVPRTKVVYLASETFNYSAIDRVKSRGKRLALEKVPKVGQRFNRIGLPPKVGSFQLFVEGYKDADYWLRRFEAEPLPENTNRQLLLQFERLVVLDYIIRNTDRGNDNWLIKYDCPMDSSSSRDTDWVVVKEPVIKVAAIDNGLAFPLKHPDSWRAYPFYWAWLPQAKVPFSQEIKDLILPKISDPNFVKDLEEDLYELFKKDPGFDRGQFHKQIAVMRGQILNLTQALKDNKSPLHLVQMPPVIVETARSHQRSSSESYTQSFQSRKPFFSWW
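Compounds are screened against recombinant PI4K2A using PI as substrate and ATP, the latter dispensed at 300 microM. Reactions run one hour at ambient temperature before ADP-Glo detection; full inhibition defined by wells lacking enzyme.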
Pin1 inhibitor: inhibitors of human Pin1; AID 504891; 390,000 tested, 0.009% active; Potency, µM (top dose mostly 115 µM), for inactives: at the top dose activity, negative = inhibition, usual class: inhibitors; Pin1 FP peptide displacement, HiFluor488, 10 min; active = well fitted inhibition curve with a large enough effect in the polarisation, with a control signal flat, not every such curve was filed as active; inconclusive = small, poorly fitted or top-dose-only effect, or effect the other way, or a change in a side signal; inactive = no such curve, though single readings can be large or run the other way; the % refers to the polarisation; note: potency is the fitted concentration of half-maximal effect; % is set by controls: 0 for no effect and ±100 for the full control effect
Target sequence (Q13526 whole entry, looked up): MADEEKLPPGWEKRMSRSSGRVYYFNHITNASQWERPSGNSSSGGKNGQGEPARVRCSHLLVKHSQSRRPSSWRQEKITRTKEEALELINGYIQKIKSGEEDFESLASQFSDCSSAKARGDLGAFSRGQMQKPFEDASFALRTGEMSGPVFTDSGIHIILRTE
Tb PGK inh: inhibitors of T. brucei phosphoglycerate kinase. PGK/GAPDH coupled, Kinase-Glo luminescence, 60 min. AID 602233. Potency, µM (highest dose often 57.5 µM), inactives show at the top dose activity change, negative = inhibition, most hits filed as inhibitors. 380,000 tested, 0.043% active. P07378; note: potency is the fitted concentration of half-maximal effect; % is set by controls: 0 for no effect and ±100 for the full control effect; nearly all actives have a fitted effect of over 60% in size
Target sequence (P07378 whole entry, looked up): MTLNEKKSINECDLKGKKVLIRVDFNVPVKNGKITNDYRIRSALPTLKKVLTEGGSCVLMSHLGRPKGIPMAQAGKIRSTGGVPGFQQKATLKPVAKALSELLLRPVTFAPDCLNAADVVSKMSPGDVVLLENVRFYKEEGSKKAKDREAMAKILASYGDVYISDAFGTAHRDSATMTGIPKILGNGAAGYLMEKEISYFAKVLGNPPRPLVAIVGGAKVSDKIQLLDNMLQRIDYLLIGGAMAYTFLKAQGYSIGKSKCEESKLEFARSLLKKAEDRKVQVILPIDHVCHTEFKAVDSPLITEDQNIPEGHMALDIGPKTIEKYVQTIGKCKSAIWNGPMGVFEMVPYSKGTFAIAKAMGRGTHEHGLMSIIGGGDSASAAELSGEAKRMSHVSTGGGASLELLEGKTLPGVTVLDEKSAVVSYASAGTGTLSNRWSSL
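Luminescent ATP detection (Kinase-Glo Plus) follows a 60-minute room-temperature incubation, with wells lacking PGK as controls. Buffer: 100 mM TEA (pH 7.6), 5 mM MgCl2, 0.01% Tween-20. Coupling enzyme GAPDH (100 nM final) supplies unstable 1,3-BPG in-well.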
Active calls of the source: *; [ ] = dose if it differs, or a comment. Unless noted, calls come from the whole dose curve; as a rule, active = well fitted curve in the direction sought with a large enough effect; inconclusive = small, poorly fitted or top-dose-only effect, or another doubt; inactive = no such curve, though single readings can be large; an effect the other way counts as inactive or inconclusive.

For O=C1CSC(c2cccnc2)N1c1ccccc1 (centres undefined) the results were ERG-DNA inh 2%, G9a block 29%, BAZ2B block -2%, JMJD2A Tudor -11%, GLS inh 1%, HP1b binding inh 42%[activator], PI4K2A block -1, Pin1 inhibitor 6% and Tb PGK inh 7%.
For O=C1CCCc2nn(-c3ccccc3)nc21 the results were ERG-DNA inh 4%, G9a block -13%[59 µM], BAZ2B block 4%, JMJD2A Tudor -15%, GLS inh -7%, HP1b binding inh 36%, PI4K2A block 4, Pin1 inhibitor -3% and Tb PGK inh -3%.
`CC(=O)Oc1c2occc2cc2ccc(=O)oc12` gave ERG-DNA inh 1%, G9a block inconclusive, BAZ2B block -29%, JMJD2A Tudor -14%, GLS inh -2%, HP1b binding inh 11%, PI4K2A block -4, Pin1 inhibitor inconclusive and Tb PGK inh 0%.
`CC(C)=CCN1CCN(Cc2cccc3nonc23)CC1CCO` (centres undefined) gave ERG-DNA inh 13%, BAZ2B block -1%, JMJD2A Tudor -9%[11.4 µM], GLS inh 0%, HP1b binding inh 28%, PI4K2A block 3, Pin1 inhibitor -4% and Tb PGK inh 3%.
For O=[N+]([O-])c1ccc(C[n+]2cccc3ccccc32)cc1 the results were ERG-DNA inh 15%, G9a block 14µM*, BAZ2B block -18%, JMJD2A Tudor 2%, GLS inh 10%, HP1b binding inh 22%, PI4K2A block -4, Pin1 inhibitor inconclusive and Tb PGK inh -1%.
`O=C(CSc1nnc(-c2ccc(F)cc2)c2ccccc12)Nc1ccccc1` gave ERG-DNA inh -5%, G9a block 19%[59 µM], BAZ2B block -24%, JMJD2A Tudor -7%, GLS inh 7%, HP1b binding inh 40%[activator], PI4K2A block -2, Pin1 inhibitor 0% and Tb PGK inh 0%.
Screening O=C(COc1ccc(Cl)cc1Cl)NCCCCc1ccccc1 returned ERG-DNA inh 2%, G9a block 23%[0.501 µM], BAZ2B block 47%[activator], JMJD2A Tudor 92%[activator], GLS inh 7%, HP1b binding inh 191%, PI4K2A block 0, Pin1 inhibitor -10% and Tb PGK inh -8%.
`C=CCC1NS(=O)(=O)OC(COC)C1C` (centres undefined) gave ERG-DNA inh 1%, G9a block -5%, BAZ2B block -5%, JMJD2A Tudor -5%, GLS inh 1%, HP1b binding inh 28%, PI4K2A block 0, Pin1 inhibitor -12% and Tb PGK inh 0%.
`O=C(Nc1ccc2[nH]c(=O)[nH]c2c1)c1ccc(Cl)c(Cl)c1` gave ERG-DNA inh 6%, G9a block -47%, BAZ2B block -25%, JMJD2A Tudor -11%[11.4 µM], GLS inh 0%, HP1b binding inh 23%, PI4K2A block 2, Pin1 inhibitor -1% and Tb PGK inh 4%.
COc1ccc(N2CCC(CNC(=S)Nc3c(C)cc(C)cc3C)C2)cc1 (centres undefined) was read as ERG-DNA inh -3%, G9a block inconclusive, BAZ2B block 20µM*, JMJD2A Tudor 35µM*, GLS inh 9%, HP1b binding inh 7.1µM*, PI4K2A block -6, Pin1 inhibitor 0% and Tb PGK inh -5%.
Screening Cc1ccc(-n2c(=S)sc3c(=O)n(-c4ccc(F)cc4)c(SCC(=O)O)nc32)cc1C returned ERG-DNA inh 3%, G9a block 13%, BAZ2B block -1%, JMJD2A Tudor -13%, GLS inh 4%, HP1b binding inh 2%, PI4K2A block -1, Pin1 inhibitor -2% and Tb PGK inh -3%.
O=C(NCCC1=CCCCC1)c1ccc2c(c1)N(Cc1ccccc1)C(=O)c1ccccc1S2(=O)=O was read as ERG-DNA inh 2%, G9a block -32%[59 µM], BAZ2B block -10%, JMJD2A Tudor -12%, GLS inh -8%, HP1b binding inh 27%, PI4K2A block -1 and Pin1 inhibitor 10%.
`OCC[C@H]1C[C@H](O)[C@@H](O)[C@]2(CCc3ccccc3CO2)O1` gave ERG-DNA inh 4%, G9a block 23%[2.33 µM], BAZ2B block -7%, JMJD2A Tudor -8%, GLS inh 1%, HP1b binding inh 41%[activator], PI4K2A block 2, Pin1 inhibitor -2% and Tb PGK inh 0%.
For O=C(NC(=S)Nc1ccc(S(=O)(=O)NC2CCCCC2)cc1)c1cccs1 the results were ERG-DNA inh 8%, G9a block inconclusive, BAZ2B block -8%, JMJD2A Tudor -36%, GLS inh -11%, HP1b binding inh inconclusive, PI4K2A block -1, Pin1 inhibitor 12% and Tb PGK inh -5%.
`CCCCn1c(N)c(N(C)C(=O)c2cccc(-n3cnnn3)c2)c(=O)[nH]c1=O` gave ERG-DNA inh -2%, JMJD2A Tudor -10%, GLS inh 0%, HP1b binding inh 33%, PI4K2A block 8, Pin1 inhibitor -3% and Tb PGK inh -4%.
Nc1cc[n+](CC(=O)c2ccc3c(c2)OCCO3)cc1 was read as ERG-DNA inh -2%, G9a block 10%[59 µM], BAZ2B block 1%, JMJD2A Tudor -13%, GLS inh 0%, HP1b binding inh 18%, PI4K2A block 2, Pin1 inhibitor -7% and Tb PGK inh -3%.
Cc1nc(CCNC(=O)Cc2ccc(F)cc2)cs1 was read as ERG-DNA inh 11%, G9a block 8%[59 µM], BAZ2B block -4%, JMJD2A Tudor -3%, GLS inh -1%, HP1b binding inh 39%, PI4K2A block 4, Pin1 inhibitor -2% and Tb PGK inh inactive.
`O=C(c1cccc(Br)c1)N1CCN(S(=O)(=O)N2CCOCC2)CC1` gave ERG-DNA inh -1%, BAZ2B block -1%, JMJD2A Tudor -15%, GLS inh -3%, HP1b binding inh 39%, PI4K2A block 1, Pin1 inhibitor -8% and Tb PGK inh 14%.
O=C1CCCC2=C1C1c3ccccc3C(=O)N1c1ccc(C(=O)c3ccccc3)cc1N2 (centres undefined) was read as ERG-DNA inh 12%, G9a block -17%[59 µM], BAZ2B block 15%, JMJD2A Tudor -28%, GLS inh 10%, HP1b binding inh -1%, PI4K2A block -2, Pin1 inhibitor 8% and Tb PGK inh -3%.
Cc1ccc(S(=O)(=O)NNC(=O)c2cccs2)c(C)c1 was read as ERG-DNA inh 10%, G9a block -3%[59 µM], BAZ2B block 9%, JMJD2A Tudor -3%, GLS inh 15%, HP1b binding inh 16%, PI4K2A block -2, Pin1 inhibitor 3% and Tb PGK inh inactive.
`CC1CN(c2nc3ccccc3cc2-c2ccccc2)CC(C)O1` (centres undefined) gave ERG-DNA inh -5%, G9a block 70%[activator], BAZ2B block 98%[activator], JMJD2A Tudor 118%[activator], GLS inh -2%, HP1b binding inh 180%[activator], PI4K2A block 5, Pin1 inhibitor inconclusive and Tb PGK inh 2%.
Cc1ccc(NC(=O)CN(C)CC(=O)Nc2ccc(N3CCOCC3)cc2)c([N+](=O)[O-])c1 was read as ERG-DNA inh -2%, G9a block inconclusive, BAZ2B block -6%, JMJD2A Tudor -19%, GLS inh 4%, HP1b binding inh -15%, PI4K2A block 5, Pin1 inhibitor -4% and Tb PGK inh 2%.
`COc1ccc(CN(C)C(=O)/C=C/c2ccc(S(=O)(=O)N3CCCCCC3)cc2)cc1` gave ERG-DNA inh -1%, G9a block -11%[12.7 µM], BAZ2B block 5%, JMJD2A Tudor -17%, GLS inh 3%, HP1b binding inh 8%, PI4K2A block 4, Pin1 inhibitor -1% and Tb PGK inh 0%.
COc1cccc(CC(NC(C)=O)C(=O)NC2CCN(S(=O)(=O)c3ccc(NC(C)=O)cc3)CC2)c1 (centres undefined) was read as ERG-DNA inh -1%, G9a block -6%, BAZ2B block -19%, JMJD2A Tudor 1%, GLS inh 0%, HP1b binding inh 19%, PI4K2A block 0, Pin1 inhibitor -8% and Tb PGK inh -5%.
O=C(NC1CCCCCC1)c1ccc(CS(=O)(=O)Cc2ccccc2F)o1 was read as ERG-DNA inh 6%, G9a block 10%, BAZ2B block -3%, JMJD2A Tudor 13%, GLS inh -13%, HP1b binding inh 30%, PI4K2A block 4, Pin1 inhibitor 2% and Tb PGK inh -6%.
`COc1ccc(CN2CCNC(=O)C2CC(=O)N2CCCN(C(C)=O)CC2)cc1OC` (centres undefined) gave ERG-DNA inh 25%, G9a block 2%, BAZ2B block -8%[57.1 µM], JMJD2A Tudor -3%, GLS inh 7%, HP1b binding inh 19%, PI4K2A block -4, Pin1 inhibitor -3% and Tb PGK inh 4%.

Pulled by compound from the entries so far (3):
O=C1CCCC2=C1C1c3ccccc3C(=O)N1c1ccc(C(=O)c3ccccc3)cc1N2 (centres undefined) was read as ERG-DNA inh 12%, G9a block -17%[59 µM], BAZ2B block 15%, JMJD2A Tudor -28%, GLS inh 10%, HP1b binding inh -1%, PI4K2A block -2, Pin1 inhibitor 8% and Tb PGK inh -3%.
`COc1ccc(CN(C)C(=O)/C=C/c2ccc(S(=O)(=O)N3CCCCCC3)cc2)cc1` gave ERG-DNA inh -1%, G9a block -11%[12.7 µM], BAZ2B block 5%, JMJD2A Tudor -17%, GLS inh 3%, HP1b binding inh 8%, PI4K2A block 4, Pin1 inhibitor -1% and Tb PGK inh 0%.
Nc1cc[n+](CC(=O)c2ccc3c(c2)OCCO3)cc1 was read as ERG-DNA inh -2%, G9a block 10%[59 µM], BAZ2B block 1%, JMJD2A Tudor -13%, GLS inh 0%, HP1b binding inh 18%, PI4K2A block 2, Pin1 inhibitor -7% and Tb PGK inh -3%.

Screening results (PubChem)
